From PubChem
OXTR potentiate = potentiators of human oxytocin receptor. P30559. CHO-OTR cells, Fluo-8 calcium fluorescence, potentiator mode; 0% = oxytocin EC15, 100% = EC100. activation, % at 3 µM. hit rate 0.061% among 320,000;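 active = activation above that plate's cutoff, the mean activation of tested compounds plus 3 SD, cut at about 6.6% in these data, passing the limit was not always enough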;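 note: 100% uses oxytocin at 75 nM as the full agonist control; some results filed as inactive read as strong as hits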
Target sequence (P30559 whole entry, looked up): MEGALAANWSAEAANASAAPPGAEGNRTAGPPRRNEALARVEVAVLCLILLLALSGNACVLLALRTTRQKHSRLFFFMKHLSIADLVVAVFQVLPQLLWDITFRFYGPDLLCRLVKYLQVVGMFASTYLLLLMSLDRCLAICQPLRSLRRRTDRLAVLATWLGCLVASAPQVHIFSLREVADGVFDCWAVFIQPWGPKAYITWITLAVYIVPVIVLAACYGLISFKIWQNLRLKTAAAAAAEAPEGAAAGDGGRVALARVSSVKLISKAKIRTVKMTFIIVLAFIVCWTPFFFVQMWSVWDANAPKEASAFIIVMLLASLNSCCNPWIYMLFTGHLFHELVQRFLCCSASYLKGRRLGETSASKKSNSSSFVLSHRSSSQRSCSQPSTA
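System: human OTR in CHO cells / Also added: sub-maximal oxytocin, roughly EC15 / Control set: EC15 oxytocin low, 75 nM oxytocin high / Schedule: 6 min compound pre-incubation at room temperature, 100 s kinetic read / Compound: single-point 3.0 µM / Replication: singlicate / Technique: Fluo-8 calcium dye fluorescence / Read-out basis: % activation of max/min ratio relative to oxytocin controls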
CHO parental Ca = counter-screen for OX1R antagonists: effect in parental CHO cells; parental CHO-K1, ATP-induced calcium, Fluo-8 fluorescence; inhibition, % at 5.6 µM; hit rate 0.63% among 330,000;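 active = inhibition above that plate's mean sample inhibition plus 3 SD, cut at about 26% in these data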;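 note: 0% = ATP-challenged DMSO wells and 100% = DMSO wells without ATP; some compounds past the cut are filed as inactive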
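Test system: untransfected parental CHO cell line. Compound: one dose, 5.6 µM nominal. Detection: intracellular calcium via Fluo-8 no-wash fluorescent dye. Measure: % inhibition. Benchmarks: ATP-challenged DMSO wells low, unchallenged DMSO wells high.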
M1 PAM parental = counter-screen for M1 PAMs: effect in parental CHO-K1 cells | activation, % at 3 µM | hit rate 0.02% among 360,000 | AID 602247 | ATP EC20, Fluo-8 calcium fluorescence; 0% at ATP EC20, 100% at ATP max;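 active = activation above the run cutoff, the mean activation of all test compounds plus 3 SD, cut at about 40% in these data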;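 note: peak over basal fluorescence ratio in a 140 s read after ATP addition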
GPR7 antagonist = human neuropeptides B/W receptor 1 antagonism; inhibition, % at 4.4 µM; GPR7-expressing cells, fluorescence antagonist assay; AID 1861; P48145; hit rate 1.1% among 290,000; in the data active = inhibition above about 16%, passing the limit was not always enough;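 note: cells stimulated with the agonist NPW; 0% = agonist with vehicle and 100% = vehicle without agonist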
Target sequence (P48145 whole entry, looked up): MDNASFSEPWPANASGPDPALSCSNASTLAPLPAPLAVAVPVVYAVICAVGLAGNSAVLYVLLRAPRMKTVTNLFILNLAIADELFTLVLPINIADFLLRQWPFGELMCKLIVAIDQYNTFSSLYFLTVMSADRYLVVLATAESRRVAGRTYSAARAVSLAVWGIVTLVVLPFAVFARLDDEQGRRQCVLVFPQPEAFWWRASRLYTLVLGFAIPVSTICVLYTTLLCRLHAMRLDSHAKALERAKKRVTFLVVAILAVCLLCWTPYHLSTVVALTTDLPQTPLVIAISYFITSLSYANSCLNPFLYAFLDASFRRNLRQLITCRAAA
CHO-K1 Ca ag = M1 agonist counterscreen hit in parental CHO-K1 cells; Fluo-8 calcium fluorescence; scaled to maximal ATP response, vehicle zero; activation, % at 3 µM; hit rate 0.48% among 360,000; AID 602248; in the data active = activation above about 15%;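 note: untransfected CHO-K1 host cells lacking M1 receptor as counterscreen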
TAAR1 antagonist = human TAAR1 antagonism | Q96RJ0 | CHO RD-HGA16 TAAR1, Fluo-8 calcium fluorescence, antagonist | inhibition, % at 3 µM | hit rate 1.5% among 360,000;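 active = inhibition above a per-plate cutoff, the mean inhibition of test compounds on that plate plus 3 SD, cut at about 49% in these data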;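 note: 0% = DMSO plus EC80 beta-PEA response and 100% = DMSO alone without agonist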
Target sequence (Q96RJ0 whole entry, looked up): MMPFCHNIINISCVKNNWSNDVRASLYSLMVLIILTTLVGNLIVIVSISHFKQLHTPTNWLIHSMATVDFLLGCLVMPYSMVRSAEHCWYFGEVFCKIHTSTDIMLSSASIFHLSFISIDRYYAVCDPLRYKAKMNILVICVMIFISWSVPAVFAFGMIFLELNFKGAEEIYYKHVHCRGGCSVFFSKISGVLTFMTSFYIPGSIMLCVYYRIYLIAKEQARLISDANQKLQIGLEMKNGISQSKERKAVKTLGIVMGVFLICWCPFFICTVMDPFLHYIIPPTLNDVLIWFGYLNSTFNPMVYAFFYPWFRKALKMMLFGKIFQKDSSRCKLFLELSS
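Material: RD-HGA16 CHO cells with stable hTAAR1 and Gα16; Dosing: single nominal final test compound concentration of 3 µM; Schedule: seeding 17-24 h prior, 75-min 37 °C, 30-min RT dye loading; Detection: kinetic Fluo-8 calcium fluorescence measurement; Measure: % inhibition from peak post-agonist over basal fluorescence ratio; Benchmarks: vehicle and agonist controls.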
CHO-K1 Ca antag = nonselective inhibitor or artifact in parental CHO-K1 cells. ATP-induced calcium, Fluo-8 fluorescence. inhibition, % at 3 µM. hit rate 0.6% among 360,000;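 active = inhibition above a per-plate cutoff, the plate's mean sample inhibition plus 3 SD, cut at about 24% in these data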;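 note: 0% = DMSO plus EC80 ATP and 100% = DMSO alone without ATP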
OXTR ag = human OXTR agonism. P30559. CHO-OTR cells, Fluo-8 calcium fluorescence; normalized: DMSO 0%, oxytocin 100%. activation, % at 3 µM. hit rate 0.32% among 320,000;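 active = activation above the mean of all tested compounds plus 3 SD, cutoff set per screening run, cut at about 20% in these data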;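 note: peak over basal fluorescence ratio from a 100 s FLIPR kinetic read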
V1aR counter = activates human V1a receptor in oxytocin agonist counter-screen; P37288; CHO-V1R cells, Fluo-8 calcium fluorescence, agonist mode; 0% DMSO, 100% 3 nM vasopressin; activation, % at 3 µM; hit rate 0.25% among 320,000; AID 2797;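 active = activation above the mean activation of all tested compounds plus 3 SD, per screening run, cut at about 20% in these data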;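 note: signal is peak over basal fluorescence ratio across a 100 second FLIPR read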
Starred values were filed as active, the others as inactive; . = not tested or not shown. Random draw from the library (roughly 3.5% active in at least one column).

SMILES	OXTR potentiate	CHO parental Ca	M1 PAM parental	GPR7 antagonist	CHO-K1 Ca ag	TAAR1 antagonist	CHO-K1 Ca antag	OXTR ag	V1aR counter
NC(=O)COC(=O)C1c2ccccc2Oc2ccccc21	2	0	-9	-3	2.1	-18	-17	0.5	1.8
Cc1cc(-c2ccc(C)c(S(=O)(=O)NCCCN3CCCCCC3)c2)on1	-6	-19	6	5	-0.4	-15	-13	-0.6	-0.6
CCOc1ccc(N2C(=O)CC(SCC(=O)O)C2=O)cc1 (stereo not drawn)	-1	-4	4	8	0.1	19	-12	1.2	0.6
CCOc1ccc(CNC(=O)C2CCC(=O)N2C2CCCC2)cc1OC (stereo not drawn)	3	-13	32	-4	0.7	-4	-15	-0.2	0.2
CCCC(=O)Nc1ccc(NC(=O)c2ccccc2F)cn1	-6	-5	18	10	0.9	-2	-9	0.4	1.7
CCOC(=O)C1=C(COC(=O)c2ccc(Br)o2)NC(=O)NC1C (stereo not drawn)	-3	-6	0	-5	1.1	-13	-1	0.3	-0.5
Oc1c(Cl)cc(Cl)cc1/C=N/NC(=S)NC1CC2C=CC1C2 (stereo not drawn)	-16	20	-2	-15	6.1	19	16	-1.8	2.0
CC(=O)Nc1c(C)nn(-c2ccc([N+](=O)[O-])cc2)c1C	7	-11	4	-4	-0.1	-7	-2	0.6	0.7
O=C1C2C3C=CC(C3)C2S(=O)(=O)C2C3C=CC(C3)C12 (stereo not drawn)	.	.	12	.	0.1	8	-13	.	.
Cc1scc(C(=O)NNC(=S)NCc2ccccc2)c1C	-4	-13	21	-5	1.2	-5	-15	0.4	2.5
COc1cccc(/C=C/C(=O)N2CCN(c3ccccn3)CC2)c1	-10	-9	11	-7	0.8	10	6	-0.7	0.0
CC1CN(c2sc(S(C)(=O)=O)nc2S(=O)(=O)c2ccc(Cl)cc2)CC(C)O1 (stereo not drawn)	-3	-18	9	-3	-0.4	-9	4	3.2	5.1
O=C(CN1C(=O)NC2(CCCCCC2)C1=O)c1ccc(F)cc1	-3	0	-13	.	0.7	11	9	0.2	1.2
CC1CCCC(NC(=O)COC(=O)CSc2ccc3ccccc3c2)C1C (stereo not drawn)	-1	-11	15	-1	0.6	-17	-8	1.7	-0.1
O=C(NN1C(=O)/C(=C\c2cccnc2)SC1=S)c1ccco1	-12	8	17	-9	0.5	16	-12	1.3	0.5
OCC1(Cc2ccccc2F)CCCN(CCc2ccccc2)C1 (stereo not drawn)	-5	-7	-9	-13	0.5	-26	-2	-0.5	-0.1
O=C(NCc1ccccn1)c1cc2c(ccc3ccccc32)oc1=O	-13	-25	-9	-1	0.9	-16	7	-1.7	2.1
CCn1c(/C=C/c2ccccc2)nc2ccccc2c1=O	-8	-13	26	-5	0.8	11	-12	-1.5	-1.7
CC(C)=CC(=O)Nc1nnc(C(C)C)s1	-14	-1	20	-4	-0.1	0	-5	0.2	-0.2
Cc1ccccc1-c1cc2nc(NCc3ccc(N(C)C)cc3)n(C)c(=O)c2s1	.	.	18	.	1.0	4	-18	.	.
CCOc1ccc(N(C(C)C(=O)Nc2cccnc2)S(C)(=O)=O)cc1 (stereo not drawn)	-17	-25	2	-2	0.3	-18	-8	-0.7	0.5
Cc1ccc(CC2C(=O)N(c3ncccn3)C(=O)C2C)cc1 (stereo not drawn)	-5	1	17	-4	0.3	-2	-4	0.3	16
CCOc1ccccc1/C=N/N1CCN(Cc2ccccc2)CC1	-11	-7	-6	-6	0.0	-28	22	-0.6	0.1
CCCCn1c(SCCN2CCCCC2)nc2c1c(=O)n(C)c(=O)n2C	.	.	-1	.	-0.3	21	17	.	.
COc1ccc(N2CCN(C(=O)c3c(C)nn(-c4ccccc4)c3C)CC2)cc1	-5	-24	-2	-4	5.8	27	4	3.5	1.2
COc1ccccc1N/C(N)=N/c1nc(C(F)(F)F)cc(=O)[nH]1	-25	-16	28	-10	7.2	-16	-15	4.5	6.1
Cc1nc2ncnn2c(N2CCC(C(=O)NC3CCCC3)CC2)c1Cc1ccccc1	-3	-10	4	-21	0.4	10	-15	-0.7	-1.3
OCCN1CCN(c2ncnc3ccc(Br)cc23)CC1	-6	-5	-4	-8	0.6	-5	-6	1.7	0.1
COC(=O)CNc1cccc(C(F)(F)F)c1	-1	1	13	-3	0.9	-4	-3	-0.1	0.7
CCCC(=O)N1CCN(c2ccc(NC(=O)c3ccc([N+](=O)[O-])o3)cc2)CC1	.	.	15	2	1.2	-10	-3	.	.
CC(O)c1cccc(NC(=O)CC(c2ccccc2)c2ccccc2)c1 (stereo not drawn)	-1	-11	0	-9	2.9	13	-4	-0.1	0.6
NC1=NS(=O)(=O)NC1c1ccc(Cl)cc1 (stereo not drawn)	-17	-1	18	7	0.4	8	-5	0.2	-0.8
COc1ccc(NC(=O)C[C@H]2C(=O)N(Cc3cccnc3)C[C@@H]2Cc2ccccc2)cc1	.	.	17	.	0.5	-13	-15	.	.
O=C(Cn1cncn1)NCc1cccc(C(F)(F)F)c1	-8	-8	15	-2	0.6	5	-10	1.0	0.3
Clc1cccc2c3c([nH]c12)CCNC3	-2	-2	-5	-10	0.0	41	7	3.9	1.1
CCCNC(=O)C1(C)CCCN(C(=O)c2ccc(F)cc2Cl)C1 (stereo not drawn)	.	.	0	.	0.0	-14	-1	.	.
N#Cc1cccnc1N1CCN(C(=O)c2ccc3c(c2)S(=O)(=O)c2ccccc2C3=O)CC1	-2	-12	-12	.	-0.3	31	-4	2.7	0.5
COc1ccc(NC(=O)C(c2ccc(C)cc2)N(C)C(=O)c2ccc(=O)[nH]c2)cc1 (stereo not drawn)	-8	2	6	-5	0.3	-13	8	0.1	0.0
O=[N+]([O-])c1ccc(N/N=C/c2cccc(O)c2O)cc1	-17	8	8	13	4.8	40	-9	3.9	3.6
CCN(CC)c1ccc(/C=C2/C(=O)c3ccc(C(=O)O)cc3C2=O)cc1	-12	46	-10	-1	62*	103*	56*	135*	70*
N/C(Cc1ccc([N+](=O)[O-])cc1)=N\OC(=O)C1CCCCC1	-1	-3	20	-5	2.6	24	-7	-2.1	-1.4
COc1ccccc1C(=O)N/C(=C\c1ccccc1)C(=O)NC(C)C(=O)O (stereo not drawn)	-21	-2	6	-6	0.7	-15	-7	0.5	-0.6
COCCN(C(=O)CSc1nnc(-c2ccccc2F)n1N)c1c(N)n(Cc2ccccc2)c(=O)[nH]c1=O	-6	-5	1	4	1.3	-5	5	-0.7	0.2
O=C(C/C=N/OCc1ccc(Cl)cc1Cl)c1ccc(Cl)cc1	1	-4	12	14	0.5	0	5	-0.4	-0.1
COc1ccc(C(=O)N2CCC(C(=O)Nc3ccc4c(c3)OCO4)CC2)cc1	-6	-9	0	-11	0.1	22	0	-1.0	-0.3
O=C(COC(=O)c1n[nH]c2ccccc12)c1ccc(F)c(F)c1	0	-7	-5	.	1.1	17	0	1.2	0.5
O=[N+]([O-])c1cc(S(=O)(=O)N2CCCCCC2)ccc1F	5	-1	16	14	1.1	37	11	-0.9	0.3
CC1(C)CCCN(Cc2c(O)ccc3c(=O)c(-c4nc5ccccc5s4)c(N)oc23)C1	-2	-2	27	6	0.4	-26	-8	-0.5	0.3
CC1=CC(C)(C)N(C(=O)c2ccccc2)c2ccc(C)cc21	.	.	31	13	9.9	52*	-2	.	.
CCOC(=O)c1cc(C)n(S(=O)(=O)c2ccc(C)cc2)c1C	-13	-27	7	-18	-0.2	36	-1	-1.4	-0.1
Carrying on.
SMILES	OXTR potentiate	CHO parental Ca	M1 PAM parental	GPR7 antagonist	CHO-K1 Ca ag	TAAR1 antagonist	CHO-K1 Ca antag	OXTR ag	V1aR counter
CC(NC(=O)Nc1ccc(Cl)cc1)c1ccccc1 (stereo not drawn)	.	.	5	-7	29*	-21	1	.	.
O=C(c1cc(COc2ccc(F)cc2Cl)on1)N1CCN(C2CCCC2)CC1	-7	-22	8	-3	3.4	-8	-8	3.5	5.2
C=CCn1c(SCC(=O)NC(N)=O)nnc1-c1cc2c(s1)CCC(CC)C2 (stereo not drawn)	-11	-27	23	-15	0.3	-20	-12	-2.5	2.4
COc1ccc(C(=O)OCc2ccccc2C#N)cc1S(=O)(=O)N1CCOCC1	.	.	-9	.	1.4	-11	4	.	.
CC(=O)Nc1cc(-c2ccc(CO)cc2)cn2c(-c3ccc(F)c(Cl)c3)cnc12	.	.	3	.	3.1	54*	-11	.	.
Brc1cccc(-c2nnc(SCc3ccon3)n2-c2ccccc2)c1	-7	-16	9	7	1.2	-4	-10	-1.6	0.7
C=CCn1c(=O)c2ccc(C(=O)NCc3ccccc3)cc2n(Cc2ccc(C)cc2)c1=O	0	-14	17	-13	-0.2	-3	-4	-0.8	1.7
Cc1cc(C(C)(C)C)oc1C(=O)N(CC(=O)NC1CCCC1)c1ccc(F)cc1	-8	-9	-3	16	1.1	15	13	0.5	4.5
Cc1ccsc1C(=O)OCc1nc2ccccc2c(=O)[nH]1	-1	-7	14	0	0.9	18	-7	0.3	0.4
CN(C)CCNC(C(=O)Nc1cccc(C(F)(F)F)c1)c1ccccc1 (stereo not drawn)	-7	-11	0	8	0.5	6	-7	3.6	0.7

Single values from the list.
`CC1CN(c2sc(S(C)(=O)=O)nc2S(=O)(=O)c2ccc(Cl)cc2)CC(C)O1` (stereo not drawn) in M1 PAM parental is listed with 9
`N/C(Cc1ccc([N+](=O)[O-])cc1)=N\OC(=O)C1CCCCC1` in CHO-K1 Ca antag is listed with -7
`COc1ccc(NC(=O)C[C@H]2C(=O)N(Cc3cccnc3)C[C@@H]2Cc2ccccc2)cc1` in M1 PAM parental is listed with 17
`Clc1cccc2c3c([nH]c12)CCNC3` in V1aR counter is listed with 1.1

Further structures follow:
SMILES	OXTR potentiate	CHO parental Ca	M1 PAM parental	GPR7 antagonist	CHO-K1 Ca ag	TAAR1 antagonist	CHO-K1 Ca antag	OXTR ag	V1aR counter
CC(C)(O)C#Cc1ccc(C(=O)N2CCC(CCC(=O)NC3CC3)CC2)cc1	.	.	14	-7	3.8	-27	-3	.	.
O=C(CCCCCNC(=O)c1ccccc1)N/N=C/c1ccccc1O	0	-14	9	-9	0.7	-11	-6	0.8	-0.3
C=CC[C@H](CC(=O)N[C@H](CO)Cc1ccccc1)C(=O)N[C@@H](COC(=O)[C@@H](CC=C)Cc1ccc(F)cc1)Cc1c[nH]c2ccccc12	-10	-10	13	.	0.2	21	-12	0.9	6.5
CCCN(CC(=O)Nc1ccccc1C)C(=O)Cc1c[nH]c2ccccc12	.	.	21	.	1.5	6	-10	.	.

Complete entries from above. Screens in order: OXTR potentiate	CHO parental Ca	M1 PAM parental	GPR7 antagonist	CHO-K1 Ca ag	TAAR1 antagonist	CHO-K1 Ca antag	OXTR ag	V1aR counter
`CCCN(CC(=O)Nc1ccccc1C)C(=O)Cc1c[nH]c2ccccc12` reads .	.	21	.	1.5	6	-10	.	.
`CC(C)(O)C#Cc1ccc(C(=O)N2CCC(CCC(=O)NC3CC3)CC2)cc1` reads .	.	14	-7	3.8	-27	-3	.	.
